Efa HMGR inh: E. faecalis class II HMG-CoA reductase inhibition. purified E. faecalis HMGR, NADPH absorbance 340 nm kinetic. inhibition, % at 10 µM. 190,000 tested, 0.41% active. AID 1066;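 active = inhibition above a set limit, the median over all tested compounds plus 3 SD, cut at about 9.5% in these data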;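 also: enzyme runs in reverse so mevalonate oxidation gives rising NADPH absorbance; 0% = complete reaction with DMSO and 100% = background rate lacking mevalonate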
PPARg SRC-3 ag: agonists of human PPARgamma SRC-3 coactivator recruitment. P37231. biochemical PPARgamma/SRC-3 coactivator recruitment assay. activation, % at 8 µM. 200,000 tested, 0.26% active; in the data active = activation above about 23%;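 also: 0% = DMSO and 100% = reference agonist; some compounds past the cut are filed as inactive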
Target sequence (P37231 whole entry, looked up): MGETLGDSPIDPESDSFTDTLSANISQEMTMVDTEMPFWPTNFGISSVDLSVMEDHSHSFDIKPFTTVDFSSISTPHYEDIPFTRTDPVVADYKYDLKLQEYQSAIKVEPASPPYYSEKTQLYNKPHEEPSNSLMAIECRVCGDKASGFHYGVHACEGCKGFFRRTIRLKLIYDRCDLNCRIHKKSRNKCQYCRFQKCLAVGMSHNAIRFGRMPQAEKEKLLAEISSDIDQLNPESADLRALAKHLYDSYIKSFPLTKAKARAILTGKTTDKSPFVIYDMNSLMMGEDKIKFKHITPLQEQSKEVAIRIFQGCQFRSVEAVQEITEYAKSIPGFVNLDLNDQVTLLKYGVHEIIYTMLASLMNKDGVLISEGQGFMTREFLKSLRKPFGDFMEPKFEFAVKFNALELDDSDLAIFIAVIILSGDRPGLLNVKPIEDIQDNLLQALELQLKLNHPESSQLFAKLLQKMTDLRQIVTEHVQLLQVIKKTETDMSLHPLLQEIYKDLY
PPARg SRC-2 ag: agonists of SRC-2 recruitment by human PPARgamma | AID 1032 | activation, % at 8 µM | 200,000 tested, 0.34% active | PPARgamma LBD-SRC-2 recruitment, biochemical; in the data active = activation above about 22%;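 also: 0% = vehicle and 100% = reference agonist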
ROMK mod: modulators of human ROMK potassium channel; P48048; 130,000 tested, 2% active; B-score at 10 µM; Tet-inducible ROMK, thallium flux fluorescence; actives lie on both sides;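 active = signal ratio slope over the read window, or its plate-corrected B-score, at least 3 SD from the plate mean, either direction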;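 also: B-score of the F/F0 ratio slope over 7 to 12 s after thallium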
Lmaj promast: inhibitors of Leishmania major promastigote growth | Leishmania major promastigotes, resazurin fluorescence viability | inhibition, % at 10 µM | 200,000 tested, 9% active | AID 1063; in the data active = inhibition above about 50%;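 also: promastigotes grown with compound for 44 hours at 28 °C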
Redox H2O2 prof: compounds producing H2O2 with reducing agent – biochemical, NIH compound library profiling, artefact control for MLSCN library redox annotation, primary screen | 200,000 tested, 0.03% active | activation, % at 10 µM | DTT-dependent redox cycling H2O2, phenol red/HRP absorbance; 100% = 100 µM peroxide control, 0% = buffer;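 active = activation of at least 50% relative to the plate's high and low controls in the primary single-dose screen; inactive = activation below 50%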;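 also: compound incubated with DTT at 0.8 mM final as the reducing agent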
RAM network inh: yeast RAM network inhibition; S. cerevisiae dse1pr::URA3 reporter, 5-FOA growth OD615, 2 d; analog-sensitive cbk1-as2 kinase mutant strain; inhibition, % at 50 µM; 190,000 tested, 1.8% active;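 active = inhibition above a set limit, 3 SD over mean compound inhibition, cut at about 8.4% in these data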;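 also: 0% = DMSO-only wells with no growth and 100% = 10 µM 1-NA-PP1 full growth; inhibition rescues growth on 5-FOA so higher OD means more RAM inhibition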
S1P3 antagonist: blocks the human S1P3 receptor; Q99500; CHO S1P3 NFAT-BLA reporter, FRET fluorescence, antagonist mode; inhibition, % at 4.98 µM; 170,000 tested, 0.27% active;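 active = inhibition above the plate cutoff, the mean inhibition of test wells on that plate plus 3 SD, cut at about 28% in these data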;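 also: cells challenged with S1P at its EC80 of 0.8 µM; blue over green emission ratio from cleaved BLA substrate after 4 h stimulation; 0% = S1P-stimulated wells and 100% = unstimulated DMSO-only wells; some compounds past the cut are filed as inactive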
Target sequence (Q99500 whole entry, looked up): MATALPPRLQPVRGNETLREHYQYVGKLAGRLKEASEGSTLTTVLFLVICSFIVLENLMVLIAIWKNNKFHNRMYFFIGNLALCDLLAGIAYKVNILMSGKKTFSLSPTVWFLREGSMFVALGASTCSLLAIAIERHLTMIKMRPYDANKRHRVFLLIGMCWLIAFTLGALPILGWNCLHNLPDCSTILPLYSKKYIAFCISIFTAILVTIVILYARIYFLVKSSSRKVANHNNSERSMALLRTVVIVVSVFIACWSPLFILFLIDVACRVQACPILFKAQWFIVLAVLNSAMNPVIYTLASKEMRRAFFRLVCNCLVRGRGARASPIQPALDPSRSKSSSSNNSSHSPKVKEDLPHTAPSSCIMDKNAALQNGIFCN
bIAP inh: blocks bovine intestinal alkaline phosphatase activity | 190,000 tested, under 10 active | AID 1019 | purified bovine IAP, CDP-star luminescence, 30 min | inhibition, % at 20 µM;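 active = over 50% inhibition of intestinal alkaline phosphatase at 20 µM in the single-dose screen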
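Incubation: 30 min reaction at room temperature / Material: purified bovine intestinal alkaline phosphatase (IAP) enzyme / Input: enzyme at 1/65,000,000 dilution / Dosing: 20 µM single dose / Signal: CDP-star luminescence signal / Reagent: CDP-star chemiluminescent phosphatase substrate, 30 µM final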
PPARg SRC-1 ag: agonists of human PPARgamma SRC-1 coactivator recruitment. activation, % at 8 µM. 200,000 tested, 0.41% active. AID 631. PPARgamma-SRC-1 coactivator recruitment biochemical assay. P37231; in the data active = activation above about 19%;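 also: 0% = DMSO and 100% = reference agonist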
SRC2 TRFRET art: flags TR-FRET format artefacts in PPARgamma SRC-2 recruitment agonist screen; TR-FRET artefact counter-screen; hits give high values; TR-FRET ratio at 8 µM; 200,000 tested, 0.4% active; AID 1049; in the data active = TR-FRET ratio above about 2000; also: inactives centre near 1500; reference of the scale not given here
* hit, by the source's call; nt = no result given. This is a random part of the collection, and some 13% of all compounds hit somewhere here.

SMILES	Efa HMGR inh	PPARg SRC-3 ag	PPARg SRC-2 ag	ROMK mod	Lmaj promast	Redox H2O2 prof	RAM network inh	S1P3 antagonist	bIAP inh	PPARg SRC-1 ag	SRC2 TRFRET art
O=C(CSc1nnc(C2CC2)n1Cc1ccco1)NCC(F)(F)F	-8.6	-0.4	4.0	-0.7	-5.9	-1.2	0.0	-6.0	-1.8	2.3	1660
Cc1ccc(-c2noc(CCC(=O)NCC3CCCO3)n2)cc1 (stereo not drawn)	-3.8	7.5	5.1	nt	-2.8	-0.4	2.9	nt	1.9	-0.4	1532
O=C1CC(c2cccs2)Cc2nc(NCC3CCCO3)ncc21 (stereo not drawn)	2.1	0.8	13.1	nt	2.0	1.9	0.1	-5.8	6.5	4.2	1782
O=C(Cn1cccc1)Nc1ccc(OC(F)(F)F)cc1	-3.7	11.2	-3.2	0.598	1.2	1.6	1.9	-51.3	5.1	5.7	1841
O=C(NCc1ccc(Cl)cc1)c1ccc(OCC2CCCO2)cc1 (stereo not drawn)	0.3	4.0	-4.5	1.35	43.7	0.5	4.2	-10.4	49.0	2.0	1517
O=C(Nc1ccc(-c2nc3cc(Cl)ccc3o2)cc1)C1CCCO1 (stereo not drawn)	-6.0	-4.3	3.3	nt	-2.4	-2.5	2.5	nt	9.1	-1.3	1464
Cc1cc(C)n(CCc2nc(-c3ccco3)cs2)n1	-3.8	-3.1	6.3	1.45	-1.1	0.2	0.4	nt	4.0	-5.5	1596
N#C/C(=C(/O)c1ccc(-c2cccc([N+](=O)[O-])c2)o1)c1nc2ccccc2s1	-3.6	-0.5	7.0	1.16	-4.6	-0.8	1.9	2.8	-2.3	-0.4	1517
CC(OC(=O)CN1C(=O)NC(C)(C)C1=O)C(=O)c1ccccc1 (stereo not drawn)	2.1	4.6	1.8	0.492	-3.7	-0.1	0.5	nt	8.3	-3.5	1597
COc1ccc(-c2c(O)c(C#N)c(-c3ccccc3)n(-c3ccc(OC)cc3)c2=O)cc1	-0.7	0.8	13.6	nt	-5.4	0.5	2.9	-2.1	7.4	2.4	1527

The final 2 records of the part above lead into the next.
SMILES	Efa HMGR inh	PPARg SRC-3 ag	PPARg SRC-2 ag	ROMK mod	Lmaj promast	Redox H2O2 prof	RAM network inh	S1P3 antagonist	bIAP inh	PPARg SRC-1 ag	SRC2 TRFRET art
CC(OC(=O)CN1C(=O)NC(C)(C)C1=O)C(=O)c1ccccc1 (stereo not drawn)	2.1	4.6	1.8	0.492	-3.7	-0.1	0.5	nt	8.3	-3.5	1597
COc1ccc(-c2c(O)c(C#N)c(-c3ccccc3)n(-c3ccc(OC)cc3)c2=O)cc1	-0.7	0.8	13.6	nt	-5.4	0.5	2.9	-2.1	7.4	2.4	1527
COc1ccc(F)cc1S(=O)(=O)N1CC(C)CC(C)C1 (stereo not drawn)	-1.1	0.3	14.2	-1.72	-3.1	0.2	0.9	nt	1.5	7.8	1588
O=C(CSc1nnc(Cc2ccccc2)n1-c1ccccc1)NNC(=O)Cc1ccccc1	-1.3	5.7	2.1	nt	-5.6	2.0	-0.7	nt	-61.3	-0.6	1642
O=C(Cn1c(=O)n(Cc2ccco2)c(=O)c2ccccc21)NCC1CCCO1 (stereo not drawn)	1.0	8.1	3.3	nt	-3.3	-0.4	0.0	8.4	-1.3	7.0	1565
Cc1nc2nc(-c3ccco3)[nH]n2c(=O)c1Cc1ccccc1	-3.8	1.0	9.1	0.448	-9.8	0.7	4.4	16.7	4.8	-3.6	1480
Cc1cccc(Nc2cc(=O)[nH]c(=O)[nH]2)c1	-7.6	-3.1	-3.8	-0.342	-0.5	0.2	1.4	0.0	2.8	1.4	1648
CCCCc1nnc(SCCSc2nnc(CCCC)n2N)n1N	-0.9	-1.5	7.6	0.648	-4.1	-0.6	0.1	7.0	3.3	4.7	1731
CCn1c(=O)n(-c2ccc(Cl)cc2)c(=O)c2c3c(sc21)COC(C)(C)C3	-5.3	0.7	3.3	nt	4.5	1.9	1.7	nt	2.0	-4.7	1358
Oc1ccc(/C=N/N(Cc2ccccc2)c2ccccc2)cc1	-2.1	4.9	5.6	-0.386	10.4	0.4	1.0	-9.8	17.9	4.8	1423
Cn1c(=O)c2c(nc(NCCNC(=O)c3ccco3)n2Cc2ccc(Cl)cc2Cl)n(C)c1=O	-1.3	8.1	5.0	0.118	-2.2	0.2	2.9	-11.7	5.9	1.4	1657
COC(=O)c1ccccc1NC(=O)C1CC(=O)N(c2ccc(F)cc2)C1 (stereo not drawn)	-2.9	-15.3	-6.3	nt	3.5	2.6	0.5	-9.1	3.9	1.2	1422
O=C(NNC(=O)C(O)(c1ccccc1)c1ccccc1)C1CC1	11.1*	-1.3	-3.2	-0.00345	-4.9	4.1	1.4	-9.4	-42.0	7.7	1579
Cc1ccc(C(=O)O)cc1S(=O)(=O)N1CCC(C(=O)O)CC1	-18.0	-6.4	-3.6	nt	-4.9	1.0	0.0	-4.6	-2.3	-3.1	1334
CCN1CCN(C(=O)CCN2C(=O)c3ccccc3C2=O)CC1	-1.1	4.0	8.0	0.0736	4.9	0.1	-0.8	5.1	-59.5	9.9	1707
CCOc1ccc(-c2nc(C#N)c(NCC3CCCO3)o2)cc1 (stereo not drawn)	-5.5	3.4	-0.6	0.176	-1.1	-0.3	-1.2	nt	2.7	4.8	1554
COc1ccccc1-c1nc(C#N)c(N2CCC(C(N)=O)CC2)o1	-8.6	2.2	3.5	-0.214	1.7	0.2	3.0	nt	1.3	4.8	1531
Cc1nn(C)cc1C(C)NCc1c(C(=O)N2CCCCCCC2)nc2ccc(Cl)cn12 (stereo not drawn)	-3.3	-0.3	-8.6	-0.34	6.7	0.2	0.7	-7.9	-15.4	2.1	1655
O=C1C(=O)N(CCCN2CCOCC2)C(c2cccs2)/C1=C(/O)c1ccc2c(c1)OCO2 (stereo not drawn)	-0.8	5.1	3.4	nt	-6.1	-3.7	3.0	nt	2.9	2.2	1522
O=S(=O)(CCSc1nc2ccccc2o1)c1nc2ccccc2s1	-7.1	16.6	12.2	nt	98.3*	-0.4	2.3	-24.1	47.1	2.7	1586
Cc1c(NCc2cc(Cl)ccc2O)c(=O)n(-c2ccccc2)n1C	-3.5	2.7	10.4	nt	-7.0	0.3	2.4	nt	-2.8	1.0	1593
Cc1c(C#N)c2ccccc2n1CC(=O)NCC1CCCO1 (stereo not drawn)	2.4	-2.4	-10.8	0.812	7.5	0.0	0.1	12.5	5.0	-6.6	1335
Cc1ccc2c(c1)N(C(=O)CSc1nncn1C)C(C)(C)c1ssc(=S)c1-2	1.7	6.8	2.6	nt	8.0	-12.0	0.1	12.7	34.4	2.6	1520
COc1ccc(NC(NC(=O)c2cccnc2)C(Cl)(Cl)Cl)cc1 (stereo not drawn)	-2.6	-1.2	0.8	0.0575	13.1	-1.1	-0.1	-0.4	-0.5	9.7	1714
COc1cnc(N(C)C)nc1Sc1ccc(Cl)cc1	3.3	0.6	10.3	nt	-2.6	-4.6	0.3	nt	7.8	10.5	1607
C/C(=N\NC(N)=O)C1(C)CCCCC1	-4.0	-1.7	-3.6	nt	-1.4	1.1	0.3	nt	7.2	1.4	1488
O=C(COC(=O)COc1ccc2ccccc2c1)NCC(F)(F)F	-5.4	3.3	4.3	0.0245	-4.3	-0.8	2.2	-14.0	-4.9	-2.4	1739
O=C(NCC12CC3CC(C1)CC(CNC(=O)N1CCCC1)(C3)C2)N1CCCC1	1.6	8.3	5.9	nt	11.2	2.7	0.9	-9.3	-11.4	2.5	1545
CC(=O)NCCc1ccc(S(=O)(=O)NC2OC(=O)c3ccccc32)cc1 (stereo not drawn)	-3.8	-3.2	-7.7	0.0231	-3.1	0.0	1.1	0.0	10.4	0.1	1464
CCCn1nc(C(=O)OCC(=O)Nc2ncc(Cl)c(C)c2Cl)c2ccccc2c1=O	-0.1	0.5	-10.3	nt	-2.5	0.8	1.1	-2.0	-3.2	-1.7	1460
CCOc1ccc(NC(=S)N(CCCN2CCOCC2)Cc2cn(C)c3ccccc23)cc1	-5.9	0.9	1.4	-0.737	59.8*	-0.6	0.6	-2.0	9.3	1.1	1514
O=C(Nc1ccccc1F)c1ccco1	1.0	0.1	4.4	0.313	-9.1	0.9	1.9	nt	9.4	-0.7	1397
Cc1ccc(-c2nc3ccccc3s2)cc1NC(=S)NC(=O)c1cccc2ccccc12	-1.0	3.6	-8.0	nt	19.1	-0.2	4.6	4.1	7.2	1.6	1590
CC(C)Cc1nnc(NC(=O)c2cc(-c3ccccc3)nc3ccccc23)s1	-7.4	3.6	0.1	nt	-8.2	1.4	3.7	nt	4.3	-3.7	1427
CCOC(=O)Cc1c(C)nc(Cc2ccc(OC(C)C)cc2)[nH]c1=O	-2.5	3.6	7.5	-0.343	-13.7	-0.7	1.6	6.1	-23.0	0.4	1655
Cc1cccc(C)c1Nc1nnc(SCC(=O)NCc2cccs2)s1	-0.2	-1.9	-8.1	-0.123	-3.1	-0.1	1.4	-8.2	11.9	1.4	1535
CCc1cc(=O)oc2cc(C)cc(OC(C)C(=O)O)c12 (stereo not drawn)	1.9	-6.7	2.4	0.0608	-5.6	0.1	-0.4	11.3	-2.4	0.6	1469
N#Cc1ccsc1NC(=O)CN1CCN(c2ccccn2)CC1	1.1	-4.2	6.3	0.537	-2.2	0.1	1.0	nt	5.4	-6.3	1529

Of the compounds above, these have fluorine:
SMILES	Efa HMGR inh	PPARg SRC-3 ag	PPARg SRC-2 ag	ROMK mod	Lmaj promast	Redox H2O2 prof	RAM network inh	S1P3 antagonist	bIAP inh	PPARg SRC-1 ag	SRC2 TRFRET art
O=C(CSc1nnc(C2CC2)n1Cc1ccco1)NCC(F)(F)F	-8.6	-0.4	4.0	-0.7	-5.9	-1.2	0.0	-6.0	-1.8	2.3	1660
O=C(Cn1cccc1)Nc1ccc(OC(F)(F)F)cc1	-3.7	11.2	-3.2	0.598	1.2	1.6	1.9	-51.3	5.1	5.7	1841
COc1ccc(F)cc1S(=O)(=O)N1CC(C)CC(C)C1 (stereo not drawn)	-1.1	0.3	14.2	-1.72	-3.1	0.2	0.9	nt	1.5	7.8	1588
COC(=O)c1ccccc1NC(=O)C1CC(=O)N(c2ccc(F)cc2)C1 (stereo not drawn)	-2.9	-15.3	-6.3	nt	3.5	2.6	0.5	-9.1	3.9	1.2	1422
O=C(COC(=O)COc1ccc2ccccc2c1)NCC(F)(F)F	-5.4	3.3	4.3	0.0245	-4.3	-0.8	2.2	-14.0	-4.9	-2.4	1739
O=C(Nc1ccccc1F)c1ccco1	1.0	0.1	4.4	0.313	-9.1	0.9	1.9	nt	9.4	-0.7	1397

Screening data from PubChem.
